# Screening results: PubChem BioAssay, several laboratories
# CRFR2-BP antag – antagonists of CRF-BP/CRF-R2 complex, primary screen, cell-based, HEK293, calcium dye fluorescence, uHTS | inhibition, % at 11.8 µM | AID 588475, 2011 | CRF-induced calcium fluorescence | 350,000 tested, 0.59% active;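 active = inhibition of the ligand-induced calcium signal above about 50% at the single tested concentration, limit read from the data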
# CRFR2-BP ag – agonists of CRF-BP/CRF-R2 complex, primary screen, cell-based, HEK293, calcium dye fluorescence, uHTS; CRF-binding protein / CRF receptor 2 complex (human); calcium dye fluorescence (FLIPR); percent of saturating CRF peptide response; activation, % at 13.2 µM; 350,000 tested, 0.46% active; AID 588473, 2011;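 active = activation of at least 50%, plus an integration ratio under a set limit after plate pattern correction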;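 also: plate controls were neutral control wells without compound for no effect and CRF at EC100 for full effect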
# MEKK3 PB1 HTS – modulators of MEKK3-MEK5 PB1 binding, primary screen, biochemical, wildtype MEKK3, multiplex bead flow cytometry, Alexa488-MEK5. Mitogen-activated protein kinase kinase kinase 3 (Homo sapiens), Q99759. bead-based flow cytometry, Alexa488-MEK5 binding to MEKK3; actives lie on both sides; 0 = blocked by unlabeled MEK5, 100 = vehicle. binding response (% of control), % at 10 µM. 290,000 tested, 1.4% active. AID 1529, 2009;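 active = binding response more than 3 SD above or below the average of its plate-row segment, actives on both sides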;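 also: Alexa488 bead fluorescence after subtracting the streptavidin-only scavenger bead signal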
# IDE cell activ – human IDE activators in live cells, primary screen, fluorescence polarization, HEK cells, FAbeta-B substrate; FAbeta-B cleavage; 0% vehicle, 100% cell-free pure enzyme wells; activation, % at 5.96 µM; 340,000 tested, 0.073% active; AID 493087, 2011;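 active = activation above the mean of all tested compounds plus 3 SD, set per screening campaign, cut at about 17% in these data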
# GalR3 antagonist – GalR3 antagonists in HEK293 cells, primary screen, cell-based, fluorescence readout; AID 651719, 2012; 360,000 tested, 0.44% active; HEK293 GalR3-CNG cAMP membrane potential fluorescence; galR3 body fused to GalR1 C-terminus; inhibition, % at 3 µM;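 active = inhibition above the screen-wide average plus 3 SD, cut at about 13% in these data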;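 also: forskolin and galanin both at EC90 stimulate the cells; cAMP rise reported by CNG channel membrane potential dye signal; 0% = forskolin plus galanin with DMSO and 100% = forskolin alone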
# IDE cell inh – human IDE inhibitors in live cells, primary screen, fluorescence polarization, HEK cells, FAbetaB substrate. inhibition, % at 5.59 µM. FAbetaB cleavage. AID 434962, 2010. 320,000 tested, 0.41% active. Insulin-degrading enzyme (Homo sapiens), P14735;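 active = percent inhibition above the average of all tested compounds plus 3 SD, set per screening campaign, cut at about 16% in these data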;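 also: IDE supplied by intact live HEK cells; FP after avidin binding of uncleaved biotin substrate so inhibition keeps polarization high; 0% = DMSO wells and 100% = 60 µM reference IDE inhibitor Ii1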
# M4 PAM – human M4 muscarinic receptor positive allosteric modulators, primary screen, CHO-K1 cells, Fluo-8 calcium fluorescence | Muscarinic acetylcholine receptor M4 (Homo sapiens), P08173 | CHO-K1 hM4/Gqi5, ACh EC20; 0% = ACh EC20, 100% = maximal ACh | activation, % at 3 µM | 360,000 tested, 0.4% active;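 active = activation above its plate's cutoff, the mean activation of sample wells plus 3 SD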; also: some results filed as inactive read as strong as hits
# PHOSPHO1 inh – PubChem AID 1565; 290,000 tested, 1.1% active; recombinant PHOSPHO1, absorbance phosphatase assay; Phosphoethanolamine/phosphocholine phosphatase (Homo sapiens), Q8TCT1; inhibition, % at 13.3 µM; in the data active = inhibition above about 60%
# pCIP destab – p/CIP-EGFP fusion destabilizers, primary screen, fluorescence, F442A cells. decrease of EGFP signal, % at 10 µM. 290,000 tested, 0.01% active. 16 h;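 active = EGFP signal decrease of at least 30% at 10 µM or well 3 SD below plate mean, unless failing retest; inactive = the rest, including hits failing retest or dose response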; also: some compounds called inactive have numbers as strong as hits; many of its hits are not listed in these tables
# Target sequence (Q05BA5 1-1403): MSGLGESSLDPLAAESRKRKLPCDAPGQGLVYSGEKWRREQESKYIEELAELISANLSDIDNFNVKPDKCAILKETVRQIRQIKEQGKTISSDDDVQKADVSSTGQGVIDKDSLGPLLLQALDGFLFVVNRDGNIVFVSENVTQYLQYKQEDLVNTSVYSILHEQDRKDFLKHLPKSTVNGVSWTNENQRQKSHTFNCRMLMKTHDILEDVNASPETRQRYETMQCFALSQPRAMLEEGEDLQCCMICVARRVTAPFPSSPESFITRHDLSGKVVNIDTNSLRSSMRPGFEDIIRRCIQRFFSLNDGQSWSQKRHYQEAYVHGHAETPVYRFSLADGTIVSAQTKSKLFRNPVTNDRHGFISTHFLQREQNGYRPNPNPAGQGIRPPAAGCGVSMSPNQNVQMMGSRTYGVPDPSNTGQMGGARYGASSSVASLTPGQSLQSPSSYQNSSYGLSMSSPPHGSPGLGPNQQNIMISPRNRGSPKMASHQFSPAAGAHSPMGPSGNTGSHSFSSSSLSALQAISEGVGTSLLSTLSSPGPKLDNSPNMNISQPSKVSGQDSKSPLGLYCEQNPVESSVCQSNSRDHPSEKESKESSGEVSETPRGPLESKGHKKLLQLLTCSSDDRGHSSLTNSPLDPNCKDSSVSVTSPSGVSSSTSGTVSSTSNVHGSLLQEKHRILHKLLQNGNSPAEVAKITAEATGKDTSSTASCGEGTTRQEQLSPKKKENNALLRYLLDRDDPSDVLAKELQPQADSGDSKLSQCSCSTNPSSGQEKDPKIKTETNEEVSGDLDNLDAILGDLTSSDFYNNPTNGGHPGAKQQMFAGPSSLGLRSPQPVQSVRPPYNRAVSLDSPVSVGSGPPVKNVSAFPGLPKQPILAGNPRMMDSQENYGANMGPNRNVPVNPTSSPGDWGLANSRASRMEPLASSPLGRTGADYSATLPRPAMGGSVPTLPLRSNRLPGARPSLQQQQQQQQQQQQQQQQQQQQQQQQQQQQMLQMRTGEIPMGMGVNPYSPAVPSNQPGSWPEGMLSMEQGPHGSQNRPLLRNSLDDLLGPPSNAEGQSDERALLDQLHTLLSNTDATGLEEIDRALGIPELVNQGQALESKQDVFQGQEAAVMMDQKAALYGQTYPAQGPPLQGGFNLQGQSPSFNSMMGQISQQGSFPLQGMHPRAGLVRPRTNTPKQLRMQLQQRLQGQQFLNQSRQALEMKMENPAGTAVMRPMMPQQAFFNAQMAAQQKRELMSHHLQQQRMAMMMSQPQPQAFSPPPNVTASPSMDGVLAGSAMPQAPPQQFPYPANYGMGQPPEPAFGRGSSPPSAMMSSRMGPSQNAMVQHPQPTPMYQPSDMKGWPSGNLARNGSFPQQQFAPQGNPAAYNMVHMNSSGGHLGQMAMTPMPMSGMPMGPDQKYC
# Active calls of the source: *; · = not tested or not shown; [ ] = another dose, or the depositor's remark. Compounds as they come; overall some 4.2% were active at least once.
cpd	CRFR2-BP antag	CRFR2-BP ag	pCIP destab	M4 PAM	GalR3 antagonist	IDE cell inh	PHOSPHO1 inh	mol	IDE cell activ	MEKK3 PB1 HTS
1	-1	0.1	-5	-2	-4	-1	8	Cc1cc(NCCCn2ccnc2)n2nc(C)c(-c3ccc(Cl)cc3)c2n1	2	100
2	15	1.0	2	-19	-6	7	-8	COc1ccc(CN(C(=O)/C=C/c2ccco2)C2CCS(=O)(=O)C2)cc1 (stereo unspecified)	2	102
3	-14	1.1	-4	10	-4	1	-13	Fc1ccccc1OCCSc1nc2ccccc2o1	-1	106
4	5	-0.8	-20	-1	2	-2	18	COc1ccc(NC(=O)NCc2ccccn2)cc1OC	4	99
5	-22	2.4	-1	-9	-4	0	-39	COC(=O)c1c(S(N)(=O)=O)c2ccccc2n1C	0	102
6	-2	1.1	2	-8	-1	4	-27	Cc1ccc2c(c1)C1CN(C)CCC1N2C(=S)Nc1ccc(OC(F)F)cc1 (stereo unspecified)	1	105
7	12	-0.4	-10	·	·	0	13	COc1cccc(-c2c3c([nH]c(=O)c2C#N)CCc2cc(OC)ccc2-3)c1	·	98
8	5	-1.0	-17	2	-3	3	52	COc1ccc(OCc2cc(C(=O)N(C)Cc3nccn3C)no2)c2ccccc12	9	102
9	33	93*	·	9	-4	4	·	CCC1CCCCN1C(=O)COC(=O)COc1ccc(Br)cc1 (stereo unspecified)	1	·
10	-1	-2.2	-12	2	3	0	10	CN(C)CCN1C(=O)C2C3C=CC(C3)C2C1=O (stereo unspecified)	5	98
11	4	-0.2	10	-3	-3	0	16	Nc1cc(OC(=O)c2ccccc2Br)nn1S(=O)(=O)c1ccccc1	3	·
12	5	-0.3	-5	11	-2	8	14	CCOC(=O)C(NC(=O)Nc1ncccn1)(Oc1ccccc1)C(F)(F)F (stereo unspecified)	4	101
13	-24	0.5	-12	0	-1	11	-3	O=C(NCCc1ccncc1)Nc1ccc(Cl)cc1	5	101
14	3	-2.7	-1	-1	-2	0	39	CSc1nc(N)nc(N(C)C)n1	2	102
15	-19	2.3	-1	-4	-1	4	2	Cc1ccc(C(=O)C[n+]2cccc3ccccc32)cc1	2	80*[inhibitor]
16	-4	-0.2	-2	-5	0	5	22	CN1C(=O)Cc2cc(S(=O)(=O)N3CCN(c4ccccc4F)CC3)ccc21	-2	96
17	8	0.1	·	-3	-1	-8	·	CCCCCN(C(=O)CCC(=O)OCc1ccccc1F)c1c(N)n(CCCC)c(=O)[nH]c1=O	3	·
18	9	-3.1	1	6	3	7	-40	COc1cc(C2c3c(oc4ccccc4c3=O)C(=O)N2c2ccc(C)cn2)ccc1O (stereo unspecified)	2	102
19	-5	-1.0	3	3	2	-2	-13	COc1cc(/C=N/NC(=O)c2ccc([N+](=O)[O-])cc2Cl)cc(Br)c1O	6	113
20	-2	0.2	-11	-21	2	4	13	CN(CCS(=O)(=O)c1ccc(Cl)cc1)Cc1cccnc1	-4	138*
21	2	1.7	3	-4	-1	-4	16	Cc1ccc(C)c(S(=O)(=O)n2cnc3ccccc32)c1	1	104
22	-16	0.9	-21	0	-2	1	16	O=C(NC(=S)N(Cc1ccccc1)c1ccccn1)C1CCCCC1	2	107
23	-5	1.8	-2	-1	3	-3	-6	COC(=O)C(C(=O)OC)C(C(=O)OC)C(C(=O)OC)C(=O)OC	-3	92
24	6	-2.2	1	-8	-6	-2	34	Cc1cc(C)c2nc(N3CCC(C(=O)NCCCN4CCCC4=O)CC3)sc2c1	3	90

# Part of the list above in order of molar mass, smallest number first.
cpd	CRFR2-BP antag	CRFR2-BP ag	pCIP destab	M4 PAM	GalR3 antagonist	IDE cell inh	PHOSPHO1 inh	mol	IDE cell activ	MEKK3 PB1 HTS
10	-1	-2.2	-12	2	3	0	10	CN(C)CCN1C(=O)C2C3C=CC(C3)C2C1=O (stereo unspecified)	5	98
15	-19	2.3	-1	-4	-1	4	2	Cc1ccc(C(=O)C[n+]2cccc3ccccc32)cc1	2	80*[inhibitor]
5	-22	2.4	-1	-9	-4	0	-39	COC(=O)c1c(S(N)(=O)=O)c2ccccc2n1C	0	102
13	-24	0.5	-12	0	-1	11	-3	O=C(NCCc1ccncc1)Nc1ccc(Cl)cc1	5	101
21	2	1.7	3	-4	-1	-4	16	Cc1ccc(C)c(S(=O)(=O)n2cnc3ccccc32)c1	1	104
4	5	-0.8	-20	-1	2	-2	18	COc1ccc(NC(=O)NCc2ccccn2)cc1OC	4	99
20	-2	0.2	-11	-21	2	4	13	CN(CCS(=O)(=O)c1ccc(Cl)cc1)Cc1cccnc1	-4	138*
22	-16	0.9	-21	0	-2	1	16	O=C(NC(=S)N(Cc1ccccc1)c1ccccn1)C1CCCCC1	2	107
2	15	1.0	2	-19	-6	7	-8	COc1ccc(CN(C(=O)/C=C/c2ccco2)C2CCS(=O)(=O)C2)cc1 (stereo unspecified)	2	102
1	-1	0.1	-5	-2	-4	-1	8	Cc1cc(NCCCn2ccnc2)n2nc(C)c(-c3ccc(Cl)cc3)c2n1	2	100
9	33	93*	·	9	-4	4	·	CCC1CCCCN1C(=O)COC(=O)COc1ccc(Br)cc1 (stereo unspecified)	1	·
16	-4	-0.2	-2	-5	0	5	22	CN1C(=O)Cc2cc(S(=O)(=O)N3CCN(c4ccccc4F)CC3)ccc21	-2	96
6	-2	1.1	2	-8	-1	4	-27	Cc1ccc2c(c1)C1CN(C)CCC1N2C(=S)Nc1ccc(OC(F)F)cc1 (stereo unspecified)	1	105
8	5	-1.0	-17	2	-3	3	52	COc1ccc(OCc2cc(C(=O)N(C)Cc3nccn3C)no2)c2ccccc12	9	102
18	9	-3.1	1	6	3	7	-40	COc1cc(C2c3c(oc4ccccc4c3=O)C(=O)N2c2ccc(C)cn2)ccc1O (stereo unspecified)	2	102
24	6	-2.2	1	-8	-6	-2	34	Cc1cc(C)c2nc(N3CCC(C(=O)NCCCN4CCCC4=O)CC3)sc2c1	3	90
19	-5	-1.0	3	3	2	-2	-13	COc1cc(/C=N/NC(=O)c2ccc([N+](=O)[O-])cc2Cl)cc(Br)c1O	6	113
17	8	0.1	·	-3	-1	-8	·	CCCCCN(C(=O)CCC(=O)OCc1ccccc1F)c1c(N)n(CCCC)c(=O)[nH]c1=O	3	·

# Exported screen by screen: entries from further up.
17: CCCCCN(C(=O)CCC(=O)OCc1ccccc1F)c1c(N)n(CCCC)c(=O)[nH]c1=O
9: CCC1CCCCN1C(=O)COC(=O)COc1ccc(Br)cc1 (stereo unspecified)

screen / no. | 17 | 9
CRFR2-BP antag | 8 | 33
CRFR2-BP ag | 0.1 | 93*
pCIP destab | · | ·
M4 PAM | -3 | 9
GalR3 antagonist | -1 | -4
IDE cell inh | -8 | 4
PHOSPHO1 inh | · | ·
IDE cell activ | 3 | 1
MEKK3 PB1 HTS | · | ·

# The list goes on:
cpd	CRFR2-BP antag	CRFR2-BP ag	pCIP destab	M4 PAM	GalR3 antagonist	IDE cell inh	PHOSPHO1 inh	mol	IDE cell activ	MEKK3 PB1 HTS
25	6	-2.1	-2	-2	-3	0	-3	O=C(COC(=O)COc1ccccc1)Nc1ccccc1OC(F)F	3	72*[inhibitor]
26	9	0.4	4	-9	0	2	-4	CC(C)(C)C(=O)NC(NC(=O)C(C)(C)C)c1ccc([N+](=O)[O-])cc1	4	102
27	5	-0.1	-11	1	-4	-3	12	COc1ccc(NC(=O)CCNS(=O)(=O)c2ccc3c(c2)CC(C)N3C(=O)C2CC2)cc1 (stereo unspecified)	5	95
28	-5	2.0	-26	7	-3	1	43	Cc1ccc(C(C)(C)NC(=O)C2CCC(=O)N(C3CCCCCC3)C2)cc1 (stereo unspecified)	1	99
29	-10	-1.2	-1	-5	2	0	34	O=C(Nc1ccc(N2CCOCC2)nc1N1CCOCC1)c1cccc(C(F)(F)F)c1	3	57
30	1	9.2	·	10	-3	1	·	Cc1cc(Cn2nc(-c3ccccc3)cc2C(=O)NCc2cccc(C(F)(F)F)c2)on1	4	·
31	-2	1.0	8	8	-4	2	27	CCc1nnc(NC(=O)Cc2cc(OC)c(OC)c(OC)c2)s1	4	93
32	-18	0.2	-16	9	-4	3	24	CCOC(=O)Cn1nc(C)n(-c2ccc(C(C)(C)C)cc2)c1=O	2	102
33	6	-0.8	-2	-5	·	-3	23	Cn1cc(S(=O)(=O)N2CCCC2)cc1C(=O)NCCc1ccccc1	1	94
34	8	0.4	-14	-2	-10	4	·	COc1ccc2ccccc2c1CNCCN1CCOCC1	9	105
35	41	-2.9	-25	-6	-5	-3	6	O=[N+]([O-])c1ccccc1S(=O)(=O)N1CCc2ccccc2C1	3	104
36	13	-0.8	-14	-4	-2	5	-13	O=C(CSc1ccc(Cl)cc1)N1CCN(c2c(Cl)cccc2[N+](=O)[O-])CC1	4	109
37	-28	2.7	5	-1	-7	·	-6	Nc1c(C(=O)NCc2ccco2)c2nc3ccccc3nc2n1CCc1ccccc1	1	84
38	-31	0.8	3	9	0	7	-10	O=C(c1ccccc1)N1CCN(S(=O)(=O)N2CCCCC2)CC1	2	103
39	-3	-0.3	-18	-4	-5	-1	35	Cc1ccc(NC(=O)CCc2c(C)[nH]c(=O)c(C#N)c2C)cc1	-1	107
40	-2	-4.5	-4	-5	-8	4	14	CC(CCc1ccccc1)NC(=O)CN(C)Cc1ccc(F)cc1 (stereo unspecified)	0	103
41	23	-1.3	-16	4	-4	2	11	COCCOC(=O)c1cc(C(=O)c2cc(Cl)ccc2O)coc1=N	6	93
42	8	-0.5	4	-2	-2	5	5	Cc1ccn(CCC(=O)O)n1	1	102
43	11	-3.1	4	19	-4	-3	2	Cc1ccc2c(N)c(C(=O)N(c3ccccc3)c3ccccc3)sc2n1	5	98
44	1	-3.8	·	6	-6	-1	·	Cc1ccc(NC(=O)CO/N=C(\N)c2ccccc2)cc1C	-2	·
45	-25	-0.6	-6	2	-6	10	1	O=C(Cc1ccccc1)c1c[nH]c(C(=O)C(Cl)(Cl)Cl)c1	3	98
46	-8	0.6	1	0	-3	-4	13	Cc1csc(NC(=O)Cc2nn(C)c(=O)c3ccccc23)n1	5	106
47	3	2.2	1	3	-6	5	53	CCCc1nc(SCC(=O)NNC(=O)c2ccc(OC)cc2)c2ccccc2n1	-7	105
48	-15	0.6	-8	3	3	3	-14	CC1CCN(Cc2ccc(-c3nn[nH]n3)cc2)CC1	-3	107
49	-7	-0.4	-13	14	-4	1	-7	Cc1ccc(SCCN2CCC(C(C)(C)C)CCC2=O)cc1 (stereo unspecified)	7	105
50	9	-0.6	-4	-11	-6	0	-32	COc1cccc(C(=O)Cn2c(=O)n(CCC(=O)NCC3CCCO3)c(=O)c3cc(OC)c(OC)cc32)c1 (stereo unspecified)	7	97
51	-12	1.5	-1	-7	-7	0	17	COC(=O)C(CC(C)C)NC(=O)C(N)Cc1ccccc1 (stereo unspecified)	1	107
